# Source: PubChem BioAssay
# NPYLR7 ag: mosquito NPYLR7 agonism; AID 1259423; 270,000 tested, 0.15% active; HEK293T NPYLR7/Galpha15, GCaMP6s calcium fluorescence; activation, % at 10 µM; in the data active = activation above about 40%;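 note: 0% = vehicle and 100% = reference agonist at the receptor; some compounds past the cut are filed as inactive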
# hcGAS inh: blocks human cGAS activity | Q8N884 | recombinant h-cGAS, ATP depletion, Kinase-Glo luminescence | inhibition, % at 12.5 µM | 290,000 tested, 0.081% active;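 note: 0% = vehicle reaction and 100% = reaction without DNA for no activity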
# Target sequence (Q8N884 whole entry, looked up): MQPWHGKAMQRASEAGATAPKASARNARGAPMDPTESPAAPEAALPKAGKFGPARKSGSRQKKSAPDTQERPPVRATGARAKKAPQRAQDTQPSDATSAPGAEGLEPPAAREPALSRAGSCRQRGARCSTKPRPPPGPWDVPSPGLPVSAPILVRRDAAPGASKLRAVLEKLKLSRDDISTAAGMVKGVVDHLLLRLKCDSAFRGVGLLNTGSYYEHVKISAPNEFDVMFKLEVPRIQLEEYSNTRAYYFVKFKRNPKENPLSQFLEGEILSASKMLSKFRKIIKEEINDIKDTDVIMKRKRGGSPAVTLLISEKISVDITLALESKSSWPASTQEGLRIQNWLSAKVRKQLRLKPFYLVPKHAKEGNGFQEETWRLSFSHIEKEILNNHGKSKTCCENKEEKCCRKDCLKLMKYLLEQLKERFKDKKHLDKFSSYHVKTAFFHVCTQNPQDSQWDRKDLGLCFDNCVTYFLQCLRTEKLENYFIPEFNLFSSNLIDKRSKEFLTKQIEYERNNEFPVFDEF
# mcGAS inh: inhibitors of mouse cGAS. recombinant cGAS, Kinase-Glo ATP depletion luminescence. inhibition, % at 12.5 µM. 160,000 tested, 0.15% active. Q8C6L5;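 note: 0% = negative control wells and 100% = reference inhibitor with no enzyme activity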
# * marks the source's active call; other numbers are inactive results; · = not tested or not shown; & = joins results of further samples. Cut-off read from the data, not from the text of the source, unless noted: active = inhibition above about 40%; inactive = the rest.
(1) O=C(NCCCn1ccnc1)[C@@]1(OCc2ccccc2F)CC(OCc2cccc(C(F)(F)F)c2)[C@H](O)[C@H](O)C1 (stereo not given in full)
(2) C=CCOCC(O)CN(Cc1cccc(F)c1)CC1CC(c2ccccc2Cl)=NO1 (stereo not given)
(3) O=C1CCN(CC(O)C(F)(F)F)c2ccccc2CN1CC1CC1 (stereo not given)
(4) C=CCOc1cccc(-n2c(C)cn3c4c(=O)n(C)c(=O)n(C)c4nc23)c1
(5) CC(C)CN1C(=O)N(C)C2(CCN(Cc3cc(CN4CCCC4)cs3)CC2)C1=O
(6) CCOC(=O)CCc1c(C)nc2ncnn2c1N1CCN(C(=O)C=C(C)C)CC1

assay / compound	1	2	3	4	5	6
NPYLR7 ag	6	2	3	-3	11	25
hcGAS inh	1	0	-8	-3	-6	-6
mcGAS inh	-5	-3	-5	·	-16	-7

# Results in sequence from the entries so far:
# hcGAS inh, compounds 1 to 6: 1, 0, -8, -3, -6, -6
# mcGAS inh, compounds 1 to 6: -5, -3, -5, ·, -16, -7
# NPYLR7 ag, compounds 1 to 6: 6, 2, 3, -3, 11, 25

# (next part)
(7) COc1cc(N=Cc2nc(-c3ccccc3Br)oc2O)c(C(=O)O)cc1OC
(8) CNc1nc(C(=O)N2CCCC(O)(CO)C2)cs1 (stereo not given)
(9) O=C(O)c1ccc(=O)n(Cc2cccc(C(F)(F)F)c2)c1
(10) CCOC(=O)c1[nH]c(C)c(CCC(=O)N2CCC(N3CCCCC3)CC2)c1C
(11) CCOC(=O)C1=C(C)N=c2s/c(=C\c3ccncc3)c(=O)n2C1c1ccc(OC)cc1 (stereo not given)
(12) CCCC(O)CN1CCc2nc(Cc3cccc(F)c3)[nH]c(=O)c2C1 (stereo not given)

assay / compound	7	8	9	10	11	12
NPYLR7 ag	-5	10	-2	·	-5	-7
hcGAS inh	0	-10	-8	-12	-2	-5
mcGAS inh	·	-17	·	-6	·	-4

(13) O=C(c1ccc(Cl)nc1)N1CCC(c2nc(-c3ccncc3)no2)CC1
(14) O=S(=O)(NCCc1ccco1)c1c(F)cccc1F
(15) Cc1cc(CNC(=O)Nc2ccccc2C(C)(C)C)on1
(16) O=[N+]([O-])c1cc2c(c(CSc3nnc(-c4ccco4)o3)c1)OCOC2
(17) Clc1ccc(C=Nc2ccc3ncccc3c2)c(Cl)c1
(18) C=CCNC(=O)NC1CC(C)(C)Cc2nc(N3CCOCC3)ncc21 (stereo not given)

assay / compound	13	14	15	16	17	18
NPYLR7 ag	5	6&-3	6	1	-6	9
hcGAS inh	-6	-2&0	-8	-6	-1	-7
mcGAS inh	-8	-4	·	-7	-4	·

(19) Cc1ccc(NC(=O)CSc2ncc(S(=O)(=O)c3cccc(C(F)(F)F)c3)c(=O)[nH]2)cc1C
(20) CCCc1cc(C(=O)Nc2nnc(CC)s2)sc1C
(21) O=c1c(-c2ccccc2)c1-c1ccccc1
(22) O=C(c1n[nH]c2c1CCC2)N1CCCC(c2[nH]ncc2Cc2ccccc2)C1 (stereo not given)
(23) O=C(NCCn1nc(-c2ccco2)ccc1=O)c1ccc(-c2ccccc2)cc1
(24) COC(=O)c1ccc(C(=O)N2CCCCCC2(C)C(=O)NC(C)C)cc1 (stereo not given)

assay / compound	19	20	21	22	23	24
NPYLR7 ag	0	4	8&-11	2	-3	-3
hcGAS inh	-4	-5	0&-8	-3	6	-3
mcGAS inh	-4	·	·	-16	-6	-2

(25) CN(C)c1ccc(NC(=O)CC(C)(C)C)cc1C(=O)NCc1ccccc1
(26) CCOC(=O)C1CCCN(CC(=O)N2N=C(c3cccc(OC)c3)CC2c2cc(C)ccc2C)C1 (stereo not given)
(27) COC(=O)[C@@H]1CCCN1C(=O)c1c(OC)cc(=O)n2c1CCN(C(=O)C#Cc1ccccc1)CC2
(28) CCOC(=O)C1C(=O)C=C(c2ccc(F)cc2)CC1c1cccc(OC)c1OC (stereo not given)
(29) CCCCn1nccc1NC(=O)CSc1nccs1
(30) COc1cc2c(cc1CN1CCN(Cc3ncccc3C)CC1)OCO2

assay / compound	25	26	27	28	29	30
NPYLR7 ag	-8	18	18	0	6	7
hcGAS inh	-4	-7	-7	-1	-3	-5
mcGAS inh	-1	-6	-12	-4	-17	-16

(31) CS(=O)(=O)CCNC(=O)c1ccc(-c2nc3ccccc3s2)o1
(32) COc1ccccc1-c1csc2nc(CN3CCOCC3)[nH]c(=O)c12
(33) O=C(OCC(=O)N1CCCCC1)c1cc(=O)[nH]c(=O)[nH]1
(34) Cc1noc(-c2ccc(C(C)(C)C)cc2)c1C(=O)NCc1ccncc1
(35) CS(=O)(=O)N1CCCCCC1
(36) O=C(O)c1cc2n(n1)CCN(C(=O)c1ccc(Oc3ccccc3)o1)C2

assay / compound	31	32	33	34	35	36
NPYLR7 ag	6	-3	4	5	6	-4
hcGAS inh	-8	-2	-1	-6	1	-9
mcGAS inh	-16	-4	·	-10	-5	-13

(37) CC(=O)N(CN1C(=O)c2ccc(Br)cc2C1=O)c1cccc(C(=O)O)c1
(38) CCCC(NC(=O)NCc1c(C)noc1C)c1cccs1 (stereo not given)
(39) COc1ccc(C(CC(=O)NCc2ccccc2)Sc2n[nH]c(-c3ccc(F)cc3)n2)cc1 (stereo not given)
(40) CC(C)(C)NC(=O)c1ccc2c(c1[N+](=O)[O-])C(=O)c1ccccc1C2=O
(41) COC(=O)Cn1c(=O)c2c(nc3n(C(C)C)c(C)cn23)n(C)c1=O
(42) COC(=O)c1ccc(COC(CN2CCN(C(=O)c3ccoc3)CC2)c2ccc(Cl)cc2)cc1 (stereo not given)

assay / compound	37	38	39	40	41	42
NPYLR7 ag	-13	15	-7	-4	-2	·
hcGAS inh	-5	-4	-8	-5	-6	-3
mcGAS inh	-6	-16	·	-8	·	-7

(43) CC1=C(C(=O)OCc2ccco2)C(c2cccc([N+](=O)[O-])c2)NC(=O)N1 (stereo not given)
(44) CC(C)C1CCc2ccccc2N1C(=O)c1ccoc1 (stereo not given)
(45) CCOCCn1c(=O)c2c(nc3n(-c4ccc(OCC)cc4)c(C)c(C)n23)n(C)c1=O
(46) Cc1ccc(-n2cc(C(=O)N3CCN(CC4COCCO4)CC3)c(C(C)(C)C)n2)cc1 (stereo not given)
(47) O=C(Nc1ccc(-n2nc(OCc3ccc(F)cc3)nc2-c2ccco2)cc1)c1cccc([N+](=O)[O-])c1
(48) CCCCC(=O)Nc1c(-c2cc(C)cc(C)c2)nc2ccccn12

assay / compound	43	44	45	46	47	48
NPYLR7 ag	3	-4	3	8	12	-10
hcGAS inh	7	5	-5	0	-2	-7
mcGAS inh	·	·	-9	-7	-7	-6

(49) CCCCCCCCC(=O)N1CCN(c2nc(Cc3ccccc3)nc3c2cnn3-c2cccc(Cl)c2)CC1
(50) COc1cc(Cl)c(CN(C)CC2CCN(Cc3ccc(C)o3)CC2)cc1OC
(51) COc1ccc(S(=O)(=O)NCC2CCCO2)cc1N1CCN(C(=O)c2cc(F)ccc2Cl)CC1 (stereo not given)
(52) CCOC(=O)C1=C(C)Nc2nc(SCC(C)C)[nH]c(=O)c2C1c1ccc(C(=O)OC)cc1 (stereo not given)
(53) CC1(C)Cc2ccccc2C(C[N+](=O)[O-])=N1
(54) O=C(NCc1ccncc1)c1cc(=O)c(OCc2ccccc2)co1

assay / compound	49	50	51	52	53	54
NPYLR7 ag	34	21	13	2	1	1
hcGAS inh	-4	-6	0	2	-11	-10
mcGAS inh	-6	-7	-4	-5	-4	·

# Exported with values under each structure: part of the list above.
# Second line of a record – NPYLR7 ag, hcGAS inh, mcGAS inh
1: O=C(NCCCn1ccnc1)[C@@]1(OCc2ccccc2F)CC(OCc2cccc(C(F)(F)F)c2)[C@H](O)[C@H](O)C1 (stereo not given in full)
 : 6, 1, -5
2: C=CCOCC(O)CN(Cc1cccc(F)c1)CC1CC(c2ccccc2Cl)=NO1 (stereo not given)
 : 2, 0, -3
3: O=C1CCN(CC(O)C(F)(F)F)c2ccccc2CN1CC1CC1 (stereo not given)
 : 3, -8, -5
4: C=CCOc1cccc(-n2c(C)cn3c4c(=O)n(C)c(=O)n(C)c4nc23)c1
 : -3, -3, ·
5: CC(C)CN1C(=O)N(C)C2(CCN(Cc3cc(CN4CCCC4)cs3)CC2)C1=O
 : 11, -6, -16
6: CCOC(=O)CCc1c(C)nc2ncnn2c1N1CCN(C(=O)C=C(C)C)CC1
 : 25, -6, -7
7: COc1cc(N=Cc2nc(-c3ccccc3Br)oc2O)c(C(=O)O)cc1OC
 : -5, 0, ·
8: CNc1nc(C(=O)N2CCCC(O)(CO)C2)cs1 (stereo not given)
 : 10, -10, -17
9: O=C(O)c1ccc(=O)n(Cc2cccc(C(F)(F)F)c2)c1
 : -2, -8, ·
10: CCOC(=O)c1[nH]c(C)c(CCC(=O)N2CCC(N3CCCCC3)CC2)c1C
 : ·, -12, -6
11: CCOC(=O)C1=C(C)N=c2s/c(=C\c3ccncc3)c(=O)n2C1c1ccc(OC)cc1 (stereo not given)
 : -5, -2, ·
12: CCCC(O)CN1CCc2nc(Cc3cccc(F)c3)[nH]c(=O)c2C1 (stereo not given)
 : -7, -5, -4
13: O=C(c1ccc(Cl)nc1)N1CCC(c2nc(-c3ccncc3)no2)CC1
 : 5, -6, -8
14: O=S(=O)(NCCc1ccco1)c1c(F)cccc1F
 : 6&-3, -2&0, -4

# Continuation.
(55) CC(=O)c1cccc(CN2CCC(C(=O)Nc3ccc(Oc4ccccc4F)cc3)CC2)c1
(56) COC(=O)c1ccc(NC(=O)CSc2nc(=O)n(CCN3CCOCC3)c3c2CCC3)cc1
(57) C[C@H](C(=O)Nc1cccc(N(C)C)c1)N1Cc2ccc(-c3ccnn3C)nc2C1=O
(58) COc1cccc(CNC(=O)CCC2CCCN(C(=O)c3csc(C(C)C)n3)C2)c1 (stereo not given)
(59) CC(=O)NCCNC(=O)c1nnc2n1CCN(C(=O)c1cccn1C)C2
(60) CC(C)c1cc(=O)[nH]c(-n2nc(-c3cccs3)cc2NC(=O)c2cccc(F)c2)n1

assay / compound	55	56	57	58	59	60
NPYLR7 ag	1	-1	-14	-5	7	3
hcGAS inh	-6	-1	-5	5	-5	-2
mcGAS inh	·	-7	-4	·	·	·

(61) CSc1ccccc1NC(=O)C1(C)CCN1C(=O)Cc1ccc(Cl)cc1Cl (stereo not given)
(62) Cc1ccccc1Oc1cc(N2CCN(C(=O)c3ccc(F)cc3)C(C)C2)ncn1 (stereo not given)
(63) CNc1nc(Nc2ccc(C(C)=O)cc2)nc(OC(C(F)(F)F)C(F)(F)F)n1
(64) COc1ccc(C(=O)N2CCN(c3cccc(Cl)c3)CC2)cc1[N+](=O)[O-]
(65) C=CCN(CC(=O)N(Cc1ccco1)Cc1cccn1C)C(=O)Nc1c(C(C)C)cccc1C(C)C
(66) Cc1ccccc1-c1ccc(=O)n(Cc2ccccc2)n1

assay / compound	61	62	63	64	65	66
NPYLR7 ag	12	-11	-1	-1	-5	13
hcGAS inh	-9	-4	1	-6	2	1
mcGAS inh	-6	-4	·	·	1	·

(67) COc1cc2nc(NC(=O)c3ccnc(Cl)c3)[nH]c2cc1OC
(68) CC1(C)CC2CC(C)(CN2CC(O)COc2ccc(F)cc2Cl)C1 (stereo not given)
(69) Cc1cc(COc2ccccc2)oc1C(=O)N(C)Cc1snnc1C
(70) COc1ccnc(NCc2ccc(N3CCOCC3)cc2)n1
(71) Cc1ccc(-c2cc(C3CCN(C(=O)c4ccn[nH]4)C3)ccn2)c2cccnc12 (stereo not given)
(72) COCCN(CC(=O)N(Cc1ccc2c(c1)OCO2)Cc1cccs1)C(=O)c1ccc(Cl)c(Cl)c1

assay / compound	67	68	69	70	71	72
NPYLR7 ag	18	1	3	-2	12	-5
hcGAS inh	-5	-9	-6	-1	-1	-4
mcGAS inh	·	·	-19	·	·	-3

(73) CC(NC(=O)OCc1ccccc1)C(=O)N1CCOC(Cc2ccccc2)C1 (stereo not given)
(74) Cc1ccc2nc(-c3ccc(NC(=O)c4ccc(Br)cc4)cc3)oc2c1
(75) Cc1ccc(S(=O)(=O)Oc2c(Br)cc(Br)c3cccnc23)cc1
(76) Oc1ccc2ccccc2c1C=NNc1nnc(-c2ncc[nH]2)c2ccccc12
(77) O=C(Cn1nc2c(c1NC(=O)c1cccs1)CSC2)NCC1CCCO1 (stereo not given)
(78) CCN(Cc1ccc(OC)cc1)C(=O)c1ccc(-n2cnnc2)cc1

assay / compound	73	74	75	76	77	78
NPYLR7 ag	-4	-4	-2	1	-5	5
hcGAS inh	-3	-7	-1	-1	-4	-6
mcGAS inh	-4	-5	-6	·	-3	-18

(79) CC(C)CCN1Cc2ccc(NC(=O)CC(C)C)cc2C1
(80) COc1ccc(NC(=O)CCc2ccccc2C#N)cc1
(81) COCCCn1cnnc1CNC(=O)C1CCC(=O)N(CC2CCCCC2)C1 (stereo not given)
(82) Cc1c(Cl)ccc2sc(N(CCCN3CCOCC3)C(=O)c3ccc(C#N)cc3)nc12
(83) C(=N/[n+]1ccccc1)/c1ccccc1
(84) CCOc1ccc(C(=O)CCC(=O)NCC2(N3CCOCC3)CCCCC2)cc1
(85) CCOc1ccc2ccccc2c1C(=O)Oc1coc(CSc2nccc(C)n2)cc1=O

assay / compound	79	80	81	82	83	84	85
NPYLR7 ag	-1	3	1	-4	-3	8	-11
hcGAS inh	-5	-12	-9	-6	-5	-8	-5
mcGAS inh	-9	·	·	-10	-1	-12	-8
